FN deposit inh: inhibitors of fibronectin matrix deposition, primary screen, AH1F cells, Alexa488-fibronectin fluorescence, plate reader; 0.086% of 350,000 active; AID 743247, 2014; AH1F fibroblasts, overnight; inhibition, % at 12.6 µM;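 active means mean inhibition across replicates of 30% or more, regardless of how many single replicates reach that level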;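 further: positive control wells lacked labelled fibronectin entirely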
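Test system: AH1F fibroblast monolayer depositing Alexa488-labelled fibronectin into matrix. Input: 10000 cells per well. Technique: fluorescence, ex 485 nm, em 525 nm. Buffer or medium: DMEM plus 2% serum, read in PBS. Timing: 1 h cell adhesion before compound, then overnight fibronectin incubation. Compound: single dose, pinned. Read-out basis: inhibition from reduced deposited-fibronectin fluorescence.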
LGR2 inh: inhibitors of bursicon-induced LGR2 CRE-luciferase signal, primary screen, cell-based, HEK293, CRE-luciferase reporter, bursicon stimulation | Drosophila bursicon receptor LGR2 (rickets) | 0.35% of 380,000 active | AID 720647, 2013 | inhibition, % at 9.99 µM | bursicon-stimulated, 4 h;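 active means drop in luminescence signal, shown as inhibition above about 50% in the replicate tests, limit read from the data, passing the limit was not always enough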;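 further: agonist challenge used bursicon conditioned medium at about half maximal strength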
Cneo AK release: Cryptococcus neoformans cell lysis inducers, primary screen, AK release luminescence, single concentration; AID 651654, 2012; lysis activity, % at 15 µM; 0.2% of 360,000 active; C. neoformans lysis, adenylate kinase release luminescence, 4 h; normalised: neutral wells 0, clomiphene wells 100;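 active means mean lysis activity across replicates of at least 80%, whatever share of replicates individually reach that level; inactive means mean lysis activity below 80%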
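Assay system: log-phase C. neoformans yeast / Quantity: yeast cell density of 5 × 10^6 cells/mL / Medium: fresh YPD growth medium / Compound: single dose / Timing: static 4 h at 37 °C with compound, 1 h detection / Measured by: adenylate kinase release luminescence / Read-out: lysis from increased AK signal / Benchmarks: Clomiphene as positive lysis control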
PGC1a acetyl inh: inhibitors of PGC1a acetylation signal, primary screen, cell-based, U2OS, AlphaScreen, inhibitor mode; AlphaScreen anti-acetyl-lysine; with virally co-expressed GCN5 acetyltransferase; inhibition, % at 15.6 µM; 0.17% of 350,000 active; AID 651687, 2012;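 active means every replicate shows inhibition of at least 40%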;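 further: 0% = neutral control wells and 100% = positive control wells; some results beyond the cut were filed as inactive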
PAX8 reporter: inhibitors of PAX8-driven TPO luciferase reporter, primary screen, RMG-I cells, single concentration; 1.2% of 360,000 active; SteadyGlo, 24 h; inhibition, % at 12.6 µM;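 active means mean replicate inhibition at least 60% with every replicate also reaching 60%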;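 further: luciferase light reporting Pax8 driven TPO promoter activity; plate controls were median of neutral control wells for no effect and mitoxantrone controls for full effect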
EWS-Fli inh: EWS/Fli-driven NR0B1 reporter inhibitors, primary screen, A673 cells, NR0B1 luciferase, luminescence, MLPCN library; viability-normalised; inhibition, % at 12.6 µM; 0.67% of 350,000 active; AID 651661, 2012;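 active means mean inhibition of at least 50% after viability correction, with every replicate also passing that limit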;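 further: firefly luciferase signal divided by Alamar Blue viability fluorescence both relative to DMSO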
CASP6 VEID inh: human caspase-6 inhibitors, primary screen, biochemical, VEID-R110 fluorescence, single point, set 2. P55212. purified caspase-6, Z-VEID-R110 cleavage fluorescence. inhibition, % at 12.5 µM. 0.53% of 350,000 active;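 active means mean inhibition across replicates at least about 35%, with every replicate also reaching that limit, limit read from the data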;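 further: 0% = median of neutral control wells and 100% = no fluorescence left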
Target sequence (P55212 24-179 limits assumed): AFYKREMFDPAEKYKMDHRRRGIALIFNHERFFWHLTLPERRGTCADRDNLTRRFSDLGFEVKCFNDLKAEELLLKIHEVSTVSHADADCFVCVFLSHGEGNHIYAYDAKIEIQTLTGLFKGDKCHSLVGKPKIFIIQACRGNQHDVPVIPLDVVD
Target sequence (P55212 194-293 limits assumed): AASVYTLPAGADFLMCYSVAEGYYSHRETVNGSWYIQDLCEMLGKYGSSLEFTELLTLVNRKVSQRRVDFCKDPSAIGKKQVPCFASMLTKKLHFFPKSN
miR-122 sensor: miR-122 Renilla sensor signal increase in Huh7, primary screen, miR-122 inhibitor project, cell-based, single point, plate reader; Huh7 miR-122 Renilla luciferase sensor, 48 h; neutral wells = 0, positive control = 100; activation (reporter increase), % at 12.5 µM; 0.3% of 340,000 active;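 active means mean replicate activation score at least 90 and every replicate individually at or above 90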;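 further: higher luciferase means less miR-122 activity so hits act as miR-122 inhibitors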
* hit, by the source's call; / = not tested or not shown; & = joins results of further samples; [ ] = another dose, or the depositor's remark. Random draw from the library, and some 2.5% of all compounds hit somewhere here.

SMILES	FN deposit inh	LGR2 inh	Cneo AK release	PGC1a acetyl inh	PAX8 reporter	EWS-Fli inh	CASP6 VEID inh	miR-122 sensor
CCOc1ccccc1NC(=O)CCn1ccnc1	-1	-10	3	/	7	8	-5	1
Cc1ccc(NC(=O)Nc2nnc(-c3ccncc3)s2)cc1	-2	40	/	/	-54	-78	1	/
CC(C)N1CCN(Cc2ccc(-c3ccccc3Cl)o2)CC1CCO (configuration not stated)	-8	11	-1	-12	7	3	-7	6
Cc1ccc(N2CC(C(=O)OCC(=O)Nc3ccccc3C)CC2=O)cc1 (configuration not stated)	0	-2	1	22	1	-5	-1	-5
CC(C)c1ccc(S(=O)(=O)N2CCN(C(=O)c3ccncc3)CC2)cc1	-1	-8	1	1	2	11	2	3
Cc1cccc(-c2cnc(C(O)c3ccc(Cl)cc3C)[nH]2)c1 (configuration not stated)	6	8	-2	0	13	0	7	12
N/C(CN1CCCC1=O)=N\O	8	/	-1	-8	5	/	/	-2
COCCOC(=O)N1C(=O)[C@@]2(c3cc(C#CCNC(N)=O)ccc31)[C@H](C(=O)N1CCc3cc(OC)c(OC)cc3C1)[C@H]1C(=O)O[C@H](c3ccccc3)[C@H](c3ccccc3)N1[C@@H]2c1ccccc1OCCO	/	/	1	/	0	3	0	/
O=C(O)Cc1ccc(NC(=O)c2cccs2)cc1	/	-5	0	4	-19	/	3	0
C[C@@H]1CN([C@H](C)CO)C(=O)Cc2cc(NS(=O)(=O)c3ccc(Cl)cc3)ccc2O[C@@H]1CN(C)S(=O)(=O)c1ccc(Cl)cc1	/	0	-1	0	-18	11	4	-2[16.7 µM]
COc1ccc(C2c3[nH]c4ccccc4c3CCN2Cc2cccn2-c2ncccn2)cc1C (configuration not stated)	-2	7	1	8	10	22	-4	3
C[C@@H]1CCCCO[C@H](CN(C)Cc2ccc(C(F)(F)F)cc2)[C@@H](C)CN([C@H](C)CO)C(=O)c2cc(NC(=O)c3ccccc3)ccc2O1	/	0	6	18	23	0	0	-12[16.7 µM]
O=C(c1ccco1)N1CCN(C(=O)C2CC(=O)N(c3ccccc3)C2)CC1 (configuration not stated)	/	-1	3	/	3	-5	-2	/
O=c1nc(N2CCOCC2)nc(N/N=C/c2ccc3c(c2)OCO3)[nH]1	4	/	/	/	17	-15	-1	/
CCN(C[C@H]1N[C@@](C)(C(=O)OC)[C@H]2C(=O)N(C)C(=O)[C@@H]12)C(C)=O	1	-1	-2	/	8	1	0	/
CN(C)S(=O)(=O)c1ccc(Cl)c(C(=O)OCC(=O)NNC(=O)c2cccs2)c1	-3	-17	-1	5	2	-3	1	3
COCCn1c(SCC(=O)Nc2cc(C)on2)nnc1-c1c[nH]c2ccccc12	9	4	3	1	0	-6	1	4
O=C(C[C@@H]1CC[C@@H]2[C@H](COC[C@@H](O)CN2Cc2ccccc2F)O1)NC1CCC1	9	-1	1	-5	3	-4	0	-1[16.7 µM]
COC(=O)C1=C(C)N(C)C(=NCc2ccccc2C(F)(F)F)NC1c1ccc(Cl)cc1 (configuration not stated)	-2	13	/	/	-4	10	-5	/
CCC(C)c1ccc(NC(=S)Nc2ccc(OC)cc2)cc1 (configuration not stated)	-1	-8	-20	-3	-6	/	/	-2
O=C(Nc1ccnn1C1CCN(Cc2cccc(O)c2)CC1)C1CCCC1	2	16	2	/	0	/	-3	/
CNC[C@H]1Oc2ncc(-c3ccccc3C)cc2C(=O)N([C@@H](C)CO)C[C@@H]1C	/	12	-1	4	/	-1	-4	-4[16.7 µM]
Cc1cc(C)nc(N2CCC(C(=O)NCCc3ccc(Cl)cc3)CC2)n1	-10	22	-1	3	-4	4	2	-7
O=C(COC(=O)c1ccccc1)c1ccc(S(=O)(=O)N2CCCCC2)cc1	-2	-15	3	/	-7	-6	6	-1
CSc1ccc(C2NN=C(c3ccccc3)S2)cc1 (configuration not stated)	5	84*	-5	-4	-5	44	2	-7
SMILES	FN deposit inh	LGR2 inh	Cneo AK release	PGC1a acetyl inh	PAX8 reporter	EWS-Fli inh	CASP6 VEID inh	miR-122 sensor
O=C(Cn1ccnc1)c1ccc(O)c(O)c1	4	2	-1	/	-37	2	0	/
CC(NC(=O)CS(=O)(=O)c1ccccc1)c1ccccc1 (configuration not stated)	1	9	0	/	-5	/	4	/
COc1cc(CCC(=O)NNC(=O)c2cccc(Cl)c2)cc(OC)c1OC	-4	-9	2	-2	-15	3	3	-4
O=C(COC(=O)Cc1ccc(Cl)cc1Cl)NC1CC1	-2	6	7	-7	-10	-6	-3	2
COc1ccc2c(c1OC)C(=O)N1C(C(=O)O)Cc3c([nH]c4ccccc34)C21 (configuration not stated)	-7	/	-1	1	12	/	/	11
CCOC(=O)c1c(C)oc2ccc(OCC(=O)C(C)(C)C)cc12	1	/	1	1	/	/	/	-5
O=C(COc1ccc(Br)cc1)Nc1ccc2oc(=O)ccc2c1	/	-15	3	/	9	-4	-1	/
CCn1c(=O)cc(SCC(=O)NCc2ccco2)c2ccccc21	-8	-1	5	-7	/	/	/	17
CC(C)NC(=O)Nc1ccc2c(c1)C(=O)N([C@@H](C)CO)C[C@@H](C)[C@H](CN(C)Cc1ccncc1)OCCCC[C@H](C)O2	/	-10	-1	0	-16	/	-3	8[16.7 µM]
COc1cccc(NC(=O)N(C)C[C@@H]2Oc3ncc(/C=C/c4ccccc4)cc3C(=O)N([C@H](C)CO)C[C@H]2C)c1	/	2	1	-11	27	-6	-4	-5[16.7 µM]
CCOC(=O)c1sc(NS(=O)(=O)c2cc(C)ccc2C)nc1C	1	/	3	-8	7	/	/	29
CCOC(=O)C1C(=O)NC(c2ccccc2)=NC1c1cccc(Br)c1 (configuration not stated)	3	4	/	/	-5	3	2	/
COc1ccc(-c2noc(=O)n2Cc2ccccc2Cl)cc1	-2	-8	0	4	-14	5	-2	0
OC[C@H]1[C@@H](c2ccc(-c3cccnc3)cc2)[C@H]2CN(CC3CCOCC3)CCCCN21	/	/	-1	4	-5	3	2	7[16.7 µM]
COc1ccc(CN(C)C[C@H]2Oc3ccc(NC(=O)Nc4ccc(C(F)(F)F)cc4)cc3C(=O)N([C@H](C)CO)C[C@@H]2C)cc1	0	-9	-3	-10	/	8	0	-9[16.7 µM]
C[C@H]1CCCCO[C@H](CN(C)C(=O)CCCN(C)C)[C@@H](C)CN([C@@H](C)CO)C(=O)c2cc(NC(=O)c3ccccc3)ccc2O1	/	14	-1	-1	9	-1	-19	2[16.7 µM]
C[C@H]1CN([C@@H](C)CO)C(=O)c2cc(/C=C/c3ccccc3)cnc2O[C@@H]1CN(C)Cc1ccc2c(c1)OCO2	9	4	56	-13	/	18	0	-8[16.7 µM]
O=C(Nc1nccs1)c1cc(-c2ccccc2)nn1-c1ccccc1	0	10	2	/	-13	/	/	-4
Clc1ccccc1-c1ncc(-c2ccccc2)o1	10	-27	-13	12	-14	-20	-1	0
Cn1c(N)c(S(=O)(=O)N2CCN(c3ccccc3)CC2)c(=O)n(C)c1=O	-5	/	/	/	7	-4	-2	/
O=C(O)CNC(=S)N(Cc1ccccc1)Cc1ccccc1F	-12	19	/	/	3	-2	/	/
CCS(=O)(=O)Nc1ccc2c(c1)C(=O)N(C)C[C@@H](OC)[C@H](C)CN(C(=O)C1CCC1)[C@@H](C)CO2	/	24	-4	13	5	2	0	/
CC(=O)N[C@@H]1CC[C@@H](CCNC(=O)Nc2ccc(C(F)(F)F)cc2)O[C@H]1CO	-9	34	0	1	3	-16	-219	/
C=C(C)c1sc(-c2ccc(Cl)cc2)nc1C	-11	-81	-2	/	-185	-113	-4	/
O=C(NC1CCCCCC1)c1cc(S(=O)(=O)N2CCOCC2)ccc1N1CCCCC1	-5	/	0	/	6	/	/	89
SMILES	FN deposit inh	LGR2 inh	Cneo AK release	PGC1a acetyl inh	PAX8 reporter	EWS-Fli inh	CASP6 VEID inh	miR-122 sensor
CCn1ccnc1C(O)c1cccc(OC)c1OC (configuration not stated)	6	-1	-1	-20	3	0	1	-1
Cc1cc(NC(=O)CSc2nnnn2Cc2ccccc2)no1	-1	/	0	-45	/	/	/	-7
COc1ccc(S(=O)(=O)N(C)C[C@@H]2OCCCC[C@@H](C)Oc3ccc(NS(=O)(=O)c4cccs4)cc3C(=O)N([C@H](C)CO)C[C@@H]2C)cc1	/	-1	1&-5	8&3	11&-14	14&3	0&-1	-6
O=C(CS(=O)(=O)Cc1ccccc1)Nc1nnc(C(F)(F)F)s1	1	-2	-2	/	-9	-2	2	/
O=C(O)c1ccc(N/N=C/c2cn(Cc3ccccc3F)c3ccccc23)cc1	3	-57	1	-6	-166	-68	19	23
Clc1ccc2c(N/N=C/c3cccc(Br)c3)ccnc2c1	-5	-7	-1	/	0	/	0	3
CN1C[C@@H]2[C@@H]3C(=O)N(Cc4ccccc4)C(=O)[C@@H]3[C@](Cc3ccccc3)(C1=O)N2C(=O)c1ccc(C(C)(C)C)cc1	1	16	6	/	99*	21	-2	-6
O=C(NCc1ccc(Cl)cc1)C1CCN(c2cnccn2)CC1	-2	-9	/	5	17	-6	0	/
COCCNC(=S)N/N=C(\C)c1cccc(OC)c1	-10	-7	4	2	26	-7	3	-5
Cc1ccccc1NC(=O)N1CCN(C/C=C/c2ccccc2)CC1	-1	12	0	-2	-4	-6	-2	-9
CN1CCN(c2ccc(CNC(=O)c3ccc(-c4cnn(C)c4)c4ccoc34)cc2)CC1	9	-26	3	/	-43	-27	-11	3
CO[C@H]1CN(C)C(=O)c2cc(NS(=O)(=O)c3ccc(C)cc3)ccc2OC[C@@H](C)N(C)C[C@H]1C	3	-7	0	-20	/	-8	-1	-3[16.7 µM]
CCCN(c1ccc(C(=O)OC)cc1)S(=O)(=O)c1ccccc1	0	-8	1	-12	-12	-3	-2	-1
CC1(C)Cc2c(sc(NC(=O)C(=O)NCCCN3CCOCC3)c2C(N)=O)CO1	3	18	38	-10	-3	1	2	0
CC(C)(CO)CNC(=O)c1ccc2nc(Cc3cccc(Cl)c3)oc2c1	2	-27	1	-3	-25	1	2	-5
O=C(C[C@@H]1CC[C@@H]2[C@H](COC[C@H](O)CN2S(=O)(=O)c2ccccc2)O1)Nc1ccccc1	-9&-1	-7	0	9	-9&-32	1&-5	1&2	4[16.7 µM]
CO[C@H]1CN(C)C(=O)c2cc(NC(=O)C3CC3)ccc2OC[C@@H](C)NC[C@H]1C	-12	6	-36	6	16	-6	3	/
Oc1c(I)cc(I)c2cccnc12	4	/	-3	7	100*	52*	16	-16
Nc1ccccc1SCC(=O)Nc1ccc(N2CCOCC2)cc1	0	/	0	5	-16	/	/	1

Ordered by length of the SMILES (lowest first): part of the list above.
SMILES	FN deposit inh	LGR2 inh	Cneo AK release	PGC1a acetyl inh	PAX8 reporter	EWS-Fli inh	CASP6 VEID inh	miR-122 sensor
Oc1c(I)cc(I)c2cccnc12	4	/	-3	7	100*	52*	16	-16
O=C(O)c1ccc(N/N=C/c2cn(Cc3ccccc3F)c3ccccc23)cc1	3	-57	1	-6	-166	-68	19	23
O=C(C[C@@H]1CC[C@@H]2[C@H](COC[C@H](O)CN2S(=O)(=O)c2ccccc2)O1)Nc1ccccc1	-9&-1	-7	0	9	-9&-32	1&-5	1&2	4[16.7 µM]

Assay outcomes: PubChem BioAssay, Broad Institute
